Screening results as filed in PubChem.
HCV NS3 hel inh = inhibitors of Hepatitis C virus NS3 helicase; actives 0.56% (n = 290,000); NS3 helicase DNA unwinding, Cy5 molecular beacon fluorescence; inhibition, % at 10.9 µM;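 active means inhibition above the mean of all tested compounds plus 3 SD, set per campaign, cut at about 35% in these data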;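 further: 0% = DMSO wells and 100% = thioflavine S control wells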
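Assay system: hepatitis C virus NS3 helicase domain fragment enzyme. Also added: annealed dual-labelled DNA beacon duplex, ATP-started. Timing: 1 h reaction at 25 °C, ATP-initiated. Technique: Cy5 fluorescence at 0 and 60 min, beacon hairpin quenching. Evaluation: % inhibition of unwinding. Replication: one well per compound.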
IDE act = activators of human insulin-degrading enzyme in cells. activation, % at 5.96 µM. actives 0.073% (n = 340,000). P14735. HEK cells, FAbeta-B cleavage, fluorescence polarization; 0% vehicle, 100% cell-free pure enzyme wells;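 active means activation above the mean of all tested compounds plus 3 SD, set per screening campaign, cut at about 17% in these data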
Target sequence (P14735 whole entry, looked up): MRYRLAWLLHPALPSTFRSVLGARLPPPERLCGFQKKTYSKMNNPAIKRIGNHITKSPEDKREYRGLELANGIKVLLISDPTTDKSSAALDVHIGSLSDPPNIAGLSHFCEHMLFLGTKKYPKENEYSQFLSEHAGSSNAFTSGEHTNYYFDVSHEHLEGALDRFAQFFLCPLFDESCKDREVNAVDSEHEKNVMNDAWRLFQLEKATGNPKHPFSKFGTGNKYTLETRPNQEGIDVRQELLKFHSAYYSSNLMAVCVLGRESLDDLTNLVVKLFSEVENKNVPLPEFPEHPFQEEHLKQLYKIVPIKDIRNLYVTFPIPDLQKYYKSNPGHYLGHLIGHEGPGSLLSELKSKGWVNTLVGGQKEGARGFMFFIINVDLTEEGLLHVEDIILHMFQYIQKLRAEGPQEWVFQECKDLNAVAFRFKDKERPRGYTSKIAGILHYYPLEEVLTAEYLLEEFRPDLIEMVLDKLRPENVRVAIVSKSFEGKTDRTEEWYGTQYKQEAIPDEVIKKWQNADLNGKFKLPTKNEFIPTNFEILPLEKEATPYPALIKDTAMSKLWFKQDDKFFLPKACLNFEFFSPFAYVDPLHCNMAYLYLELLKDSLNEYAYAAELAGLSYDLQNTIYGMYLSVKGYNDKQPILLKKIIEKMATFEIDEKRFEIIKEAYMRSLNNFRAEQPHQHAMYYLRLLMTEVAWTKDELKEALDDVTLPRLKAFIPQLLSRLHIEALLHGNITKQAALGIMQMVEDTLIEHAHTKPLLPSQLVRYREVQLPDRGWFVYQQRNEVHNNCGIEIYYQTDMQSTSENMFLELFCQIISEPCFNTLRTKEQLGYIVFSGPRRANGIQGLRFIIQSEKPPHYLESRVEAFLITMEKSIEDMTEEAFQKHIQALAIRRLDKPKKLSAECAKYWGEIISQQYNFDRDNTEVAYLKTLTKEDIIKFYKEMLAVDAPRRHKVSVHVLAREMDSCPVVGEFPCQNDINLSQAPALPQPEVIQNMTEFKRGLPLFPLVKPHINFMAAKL
UBC9 SUMO inh = blocks human SUMOylation mediated by UBC9; HTRF SUMOylation assay, SAE1/SAE2 + UBC9, in vitro; actives 0.36% (n = 290,000); P63279; inhibition, % at 35 µM; in the data active means inhibition above about 50%, passing the limit was not always enough; further: strong numbers were not always called active
CRFBP-R2 block = blocks CRF-induced signaling of the CRF-BP/CRF-R2 complex; HEK293 CRF-R2/CRF-BP, CRF-induced calcium fluorescence; actives 0.59% (n = 350,000); inhibition, % at 11.8 µM;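 active means inhibition of the ligand-induced calcium signal above about 50% at the single tested concentration, limit read from the data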
IDE cell inh = inhibits human insulin-degrading enzyme in HEK cells; actives 0.41% (n = 320,000); P14735; AID 434962; FAbetaB cleavage, fluorescence polarization; inhibition, % at 5.59 µM;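 active means percent inhibition above the average of all tested compounds plus 3 SD, set per screening campaign, cut at about 16% in these data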;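 further: IDE supplied by intact live HEK cells; FP after avidin binding of uncleaved biotin substrate so inhibition keeps polarization high; 0% = DMSO wells and 100% = 60 µM reference IDE inhibitor Ii1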
VIM-2 inh = inhibitors of Pseudomonas aeruginosa VIM-2 metallo-beta-lactamase | inhibition, % at 5.6 µM | purified VIM-2, nitrocefin hydrolysis, epi-absorbance fluorescence | actives 0.89% (n = 290,000);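 active means inhibition above the mean of all tested compounds plus 3 SD, cutoff set per screening run, cut at about 7.5% in these data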;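 further: red hydrolysis product quenches plate fluorescence so inhibitors raise well fluorescence; 0% = enzyme with DMSO and 100% = DMSO without enzyme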
IMP-1 inh = blocks Pseudomonas aeruginosa IMP-1 metallo-beta-lactamase; purified IMP-1, nitrocefin hydrolysis, epi-absorbance fluorescence; inhibition, % at 5.6 µM; actives 0.45% (n = 290,000); AID 1556;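 active means inhibition above the mean plus 3 SD of all compounds in the same screening run, cut at about 4.5% in these data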;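 further: 0% = IMP-1 with DMSO and 100% = DMSO wells lacking enzyme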
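system = purified recombinant IMP-1 beta-lactamase | amount = 0.2 nM IMP-1, as dispensed | medium = HEPES buffer pH 7.1 with ZnSO4 and Brij 35 | times = 25 °C, 15 min preincubation, 25 min reaction | detection = plate fluorescence quenching by hydrolysis product, ex 480/em 530 nm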
GalR3 antag = antagonists of human GalR3. O60755. HEK293 GalR3-CNG cAMP membrane potential fluorescence; galR3 body fused to GalR1 C-terminus. inhibition, % at 3 µM. actives 0.44% (n = 360,000). AID 651719;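 active means inhibition above the screen-wide average plus 3 SD, cut at about 13% in these data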;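 further: forskolin and galanin both at EC90 stimulate the cells; cAMP rise reported by CNG channel membrane potential dye signal; 0% = forskolin plus galanin with DMSO and 100% = forskolin alone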
p-CIP stab down = lowers stability of the mouse p/CIP coactivator protein | Q05BA5 | F442A p/CIP-EGFP cells, EGFP fluorescence, 16 h | decrease of EGFP signal, % at 10 µM | actives 0.01% (n = 290,000);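 active means EGFP signal decrease of at least 30% at 10 µM or well 3 SD below plate mean, unless failing retest; inactive means the rest, including hits failing retest or dose response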; further: some compounds called inactive have numbers as strong as hits; many of its hits are not listed in these tables
* = called active by the depositor; / = no result given.

SMILES | HCV NS3 hel inh | IDE act | UBC9 SUMO inh | CRFBP-R2 block | IDE cell inh | VIM-2 inh | IMP-1 inh | GalR3 antag | p-CIP stab down
CCCCC1=CC2=C(c3ccco3)C(=O)C(C)(OC(=O)c3ccc(OC)cc3)C(=O)C2=CN1c1ccc(OC)cc1 (stereo not drawn) | / | 1 | 19 | -4 | 7 | / | / | -4 | -16
CC(=O)N1CCc2cc(C(=O)CN3CCN(C(=O)c4ccco4)CC3)ccc21 | 4 | / | 13 | -39 | 1 | -2.5 | -2.2 | / | -14
COCCCNc1oc(-c2ccccc2F)nc1C#N | 2 | 7 | 26 | 17 | 0 | -1.8 | -3.7 | -3 | -4
CN(C)c1ccccc1-c1csc(N2CCC(C(N)=O)CC2)n1 | / | 3 | / | -3 | -1 | / | / | -1 | /
CC(=O)NC(c1ccc(C)cc1)c1cc(Cl)c2cccnc2c1O (stereo not drawn) | 31 | 0 | -33 | -21 | / | -4.6 | -3.7 | -11 | -2
Cc1cccc(NC(=O)Cn2c(=O)oc3ccccc32)n1 | 2 | 1 | 5 | 0 | 4 | -1.2 | -2.8 | -4 | 8
Cc1cccc(N2CN(Cc3cccnc3)CNC2=S)c1 | 0 | 6 | 20 | -1 | -4 | 0.8 | -2.1 | -1 | -8
CCc1ccc2oc(C(=O)Nc3nonc3C)c(C)c2c1 | -1 | 3 | / | -20 | -2 | -0.7 | -0.8 | -5 | -10
COc1ccc(OCCN(C)CC(=O)Nc2c(C)cccc2C)cc1 | -4 | -2 | -6 | 15 | / | -4.1 | -3.4 | 3 | -1
CN(C)S(=O)(=O)N1CCN(S(=O)(=O)c2ccc(F)cc2)CC1 | 11 | 4 | 6 | -13 | -2 | -1.9 | 0.1 | -3 | -6
COc1cc(-n2c(C)nc3cc(C(=O)NCC4CCCO4)ccc32)cc(OC)c1OC (stereo not drawn) | 10 | 1 | 16 | 24 | 2 | -4.1 | -2.1 | -7 | -2
O=C(Nc1ccn(Cc2c(F)c(F)cc(F)c2F)n1)c1ccc(COc2ccccc2Cl)cc1 | -34 | 5 | -11 | -7 | 8 | -0.9 | -3.3 | / | 4
c1ccc(-c2nn3c(Cn4nnc5ccccc54)nnc3s2)nc1 | -3 | -3 | 20 | -21 | 8 | -0.8 | -0.6 | -5 | -10
CCc1nc2scc(-c3ccc(C)cc3)c2c(=O)n1N | 3 | 4 | -11 | -2 | 0 | -2.2 | -2.2 | -2 | 2
O=C(N/N=C/c1ccc(O)cc1)c1ccc(COc2cc(Cl)ccc2Cl)o1 | -12 | 10 | 12 | -13 | -6 | -1.8 | -1.8 | -3 | 2
CCC1CC(CSC(=N)N)OC1=O (stereo not drawn) | 0 | / | 14 | 7 | 2 | -0.6 | -2.1 | -8 | -3
O=c1[nH]c2ccc(S(=O)(=O)N3CCC(Cc4ccccc4)CC3)cc2o1 | -2 | 2 | 15 | 3 | 4 | -3.0 | -1.5 | -1 | -3
CCOC(=O)Cc1csc(NC(=O)CCN2C(=O)c3cccc([N+](=O)[O-])c3C2=O)n1 | -4 | 0 | -1 | 7 | 2 | -2.9 | -3.6 | -5 | -13
CN(C)S(=O)(=O)c1ccc(Cl)c(NC(=O)COC(=O)/C=C/c2ccc3ccccc3n2)c1 | / | 6 | / | 7 | -2 | / | / | -2 | /
Cc1sc2ncn(CC(=O)Nc3c(F)cccc3F)c(=O)c2c1S(=O)(=O)N1CCC(C)CC1 | 8 | 3 | 7 | -23 | 0 | -0.1 | -0.1 | 9 | -5
CCCc1cnc(N2CCN(C(=O)c3c(-c4ccccc4)noc3C)CC2)nc1 | -4 | 4 | 9 | -4 | 0 | -1.2 | -1.5 | 0 | -12
COC(=O)c1ccccc1NC(=O)CSCC(=O)Nc1ccccc1OC | 2 | 2 | 8 | 7 | -1 | -4.7 | -6.5 | -4 | -2
C=CCN1C(=O)C(Cc2ccccc2)S/C1=N/N=C/c1cccs1 (stereo not drawn) | -11 | -3 | -19 | 0 | 0 | -4.1 | -3.4 | -3 | -3
CC(C)=CCC(C)(C)C1OCCN1C(=O)c1ccccc1 (stereo not drawn) | 2 | 4 | 9 | 5 | 2 | -3.9 | -2.0 | -2 | 2
COc1cccc(CN2CC(C(=O)NCc3cccc(N4CCCC4)c3)CCC2=O)c1 (stereo not drawn) | -44 | -1 | -5 | -7 | 2 | -1.4 | -2.1 | -6 | -7

Reformatted tab-delimited: entries from further up
mol	HCV NS3 hel inh	IDE act	UBC9 SUMO inh	CRFBP-R2 block	IDE cell inh	VIM-2 inh	IMP-1 inh	GalR3 antag	p-CIP stab down
CCc1ccc2oc(C(=O)Nc3nonc3C)c(C)c2c1	-1	3	/	-20	-2	-0.7	-0.8	-5	-10
COc1ccc(OCCN(C)CC(=O)Nc2c(C)cccc2C)cc1	-4	-2	-6	15	/	-4.1	-3.4	3	-1

5 records drawn at random from those above:
SMILES | HCV NS3 hel inh | IDE act | UBC9 SUMO inh | CRFBP-R2 block | IDE cell inh | VIM-2 inh | IMP-1 inh | GalR3 antag | p-CIP stab down
O=c1[nH]c2ccc(S(=O)(=O)N3CCC(Cc4ccccc4)CC3)cc2o1 | -2 | 2 | 15 | 3 | 4 | -3.0 | -1.5 | -1 | -3
CC(C)=CCC(C)(C)C1OCCN1C(=O)c1ccccc1 (stereo not drawn) | 2 | 4 | 9 | 5 | 2 | -3.9 | -2.0 | -2 | 2
O=C(N/N=C/c1ccc(O)cc1)c1ccc(COc2cc(Cl)ccc2Cl)o1 | -12 | 10 | 12 | -13 | -6 | -1.8 | -1.8 | -3 | 2
COC(=O)c1ccccc1NC(=O)CSCC(=O)Nc1ccccc1OC | 2 | 2 | 8 | 7 | -1 | -4.7 | -6.5 | -4 | -2
CN(C)S(=O)(=O)c1ccc(Cl)c(NC(=O)COC(=O)/C=C/c2ccc3ccccc3n2)c1 | / | 6 | / | 7 | -2 | / | / | -2 | /

Remaining list, next part
SMILES | HCV NS3 hel inh | IDE act | UBC9 SUMO inh | CRFBP-R2 block | IDE cell inh | VIM-2 inh | IMP-1 inh | GalR3 antag | p-CIP stab down
CCC(CC)NC(=O)CO/N=C/c1ccccc1OC(F)F | 10 | 0 | 4 | 39 | 15 | 0.9 | 1.9 | 1 | -7
COc1ccc2cc(C)c3nnc(SCC(=O)Nc4cc(OC)c(OC)cc4C(=O)O)n3c2c1 | 0 | 7 | 10 | 0 | 2 | 0.5 | -1.0 | 0 | -3
COC(=O)CCSc1cc(NCCOC(C)=O)c([N+](=O)[O-])c2nonc12 | 17 | 1 | 13 | 9 | -2 | 0.9 | -2.6 | 9 | -2
CC(=O)Nc1ccc(-c2nc(C)c(C(C)=O)n2O)cc1 | 1 | 7 | -1 | -6 | 2 | 1.4 | -1.6 | -3 | -2
CCOc1cccc(C2c3c(oc4cc(C)c(C)cc4c3=O)C(=O)N2CCCN(C)C)c1 (stereo not drawn) | -48 | / | 0 | / | / | 0.1 | -0.8 | / | 0
COc1ccc(S(=O)(=O)N2CCCc3ccccc32)cc1[N+](=O)[O-] | -10 | 2 | -7 | 21 | 4 | -1.0 | -2.0 | -13 | -15
COc1ccccc1NC(=O)COc1ccc(Br)cc1CNC1CCCC1 | -28 | 1 | -21 | -39 | 3 | -1.5 | -1.2 | -7 | -18
Cc1ccc(NC(=O)c2ccn(C)n2)c(Br)c1 | -5 | -2 | -1 | 24 | 6 | -1.8 | -2.4 | 1 | -30
O=C(N/N=C/c1ccccc1)C1CCCN1C(=O)c1cc([N+](=O)[O-])cc([N+](=O)[O-])c1 (stereo not drawn) | -1 | -4 | 7 | 15 | / | 0.1 | -0.5 | 4 | -5
CCOC(=O)C[C@H]1c2ccc(C(F)(F)F)cc2S(=O)(=O)N1c1cccc(OC)c1 | / | -2 | / | 7 | 8 | / | / | -5 | /
CC(C)Sc1n[nH]c(=O)n1-c1cccc(C(F)(F)F)c1 | 0 | 7 | 4 | -1 | -3 | 1.4 | -1.3 | 9 | 9
CC1CCC2(CC1)NC(=O)N(CC(=O)N1c3ccccc3CC1C)C2=O (stereo not drawn) | / | 3 | / | -20 | 3 | / | / | -4 | /
COc1ccccc1NC(=O)C(=O)c1cn(CC(=O)N2CCOCC2)c2ccccc12 | -5 | -4 | 8 | -8 | 2 | -4.3 | -0.8 | -1 | -2
NC(=S)N/N=C/c1ccc(/C=N/NC(N)=S)cc1 | -4 | 0 | 5 | 6 | 3 | -0.9 | -2.1 | -1 | -8
Cc1noc(C)c1NC(=O)N(C)C[C@H]1Oc2ccc(NC(=O)NC(C)C)cc2C(=O)N([C@H](C)CO)C[C@H]1C | / | 7 | / | 7 | 5 | / | / | -2 | /
COC(=O)CCCC(=O)OC | / | 2 | / | 1 | 4 | / | / | -3 | /
CCCNC(=O)c1[nH]c(C)c(C(C)=O)c1C | -6 | 0 | -1 | -1 | 0 | -2.8 | -1.5 | 8 | -6
Cc1nc(SCc2ccc(O)c([N+](=O)[O-])c2)n[nH]1 | -6 | -3 | 15 | -8 | 1 | 1.3 | -5.4 | 0 | -9
CN(C)NC(=S)Nc1ccc2nc(-c3ccccn3)c(-c3ccccn3)nc2c1 | 5 | 5 | 16 | -17 | -2 | -1.2 | -1.3 | -5 | -3
CCOC(=O)c1c(CN2CCOCC2)n(-c2ccccc2)c2cc(Br)c(O)c(CN(C)C)c12 | 0 | 6 | -24 | -10 | 1 | -1.9 | 0.4 | -5 | 2
O=C(c1ccc(Cl)cc1)N1CCN(c2ccc([N+](=O)[O-])c(NCc3cccnc3)c2)CC1 | -12 | 9 | / | 3 | -8 | 5.0 | 1.4 | -3 | /
NC(=O)CSc1ncc(-c2ccccc2)[nH]1 | 6 | 5 | 16 | 33 | 7 | -1.7 | -2.5 | -6 | -7
CCCCN(CCCC)S(=O)(=O)c1c(C)[nH]c(=O)[nH]c1=O | -2 | -4 | 12 | 5 | 1 | 0.8 | -0.7 | -4 | 4
CC(C)NC1=C(Cl)C(=O)c2ccccc2C1=O | 2 | 7 | 47 | -6 | 2 | -0.8 | -0.2 | 2 | 0
O=C1CCc2cc(S(=O)(=O)NC(C(=O)N3CCN(c4ccccn4)CC3)c3ccccc3)ccc2N1 (stereo not drawn) | -9 | 6 | 2 | -22 | 7 | 0.2 | -2.2 | 3 | 9
CN(C(=O)CN1CCN(c2cnn(-c3ccccc3)c(=O)c2Cl)CC1)C1CCS(=O)(=O)C1 (stereo not drawn) | / | 4 | / | 5 | -4 | / | / | -3 | /
CCCNC(=O)C1=C(C)C(=O)OC12CCC(C)CC2 (stereo not drawn) | 12 | 7 | -7 | 12 | 2 | -1.0 | -2.5 | / | -9
CC1CCCC(C)N1CCCNC(=O)CCn1c(=O)c2cccn2c2cccnc21 (stereo not drawn) | 6 | 6 | / | 16 | 5 | 0.2 | -3.8 | 0 | -5

Shown with two lines to a compound: part of the list above
Each structure is followed by: HCV NS3 hel inh	IDE act	UBC9 SUMO inh	CRFBP-R2 block	IDE cell inh	VIM-2 inh	IMP-1 inh	GalR3 antag	p-CIP stab down
- CC1CCC2(CC1)NC(=O)N(CC(=O)N1c3ccccc3CC1C)C2=O (stereo not drawn)
  /	3	/	-20	3	/	/	-4	/
- COc1ccccc1NC(=O)C(=O)c1cn(CC(=O)N2CCOCC2)c2ccccc12
  -5	-4	8	-8	2	-4.3	-0.8	-1	-2
